Screening results: PubChem, National Center for Advancing Translational Sciences (NCATS)
PTAP-TSG101 blk: blocks PTAP binding to human TSG101, validation; Fluorescence polarization, FITC-PTAP peptide/Tsg101, 20 min; AID 1347069; 44,000 tested, under 10 active; Potency, µM (top dose mostly 115 µM), for inactives: at the top dose activity change, negative = inhibition, most hits filed as inhibitors; note: potency is the fitted concentration of half-maximal effect; 0% is about no effect
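Compounds pinned into 10 uM Tsg101 binding domain, then 50 nM FITC-PTAP peptide added in pH 7.5 HEPES buffer; FP read after 20 min, room temperature. Total S+P intensity flags fluorescent compounds; active cut-off <25 µM, efficacy <60%.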
GALK inhibitor: inhibitors of human galactokinase (GALK); recombinant GALK, Kinase-Glo ATP luminescence, 1 h; Potency, µM (highest dose often 57.5 µM), for the others: at the highest dose activity, negative = inhibition, actives largely listed as inhibitors; 44,000 tested, under 10 active;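 note: plate controls were full GALK reaction for no effect and reaction lacking GALK for full effect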
Target sequence (P51570 whole entry, looked up): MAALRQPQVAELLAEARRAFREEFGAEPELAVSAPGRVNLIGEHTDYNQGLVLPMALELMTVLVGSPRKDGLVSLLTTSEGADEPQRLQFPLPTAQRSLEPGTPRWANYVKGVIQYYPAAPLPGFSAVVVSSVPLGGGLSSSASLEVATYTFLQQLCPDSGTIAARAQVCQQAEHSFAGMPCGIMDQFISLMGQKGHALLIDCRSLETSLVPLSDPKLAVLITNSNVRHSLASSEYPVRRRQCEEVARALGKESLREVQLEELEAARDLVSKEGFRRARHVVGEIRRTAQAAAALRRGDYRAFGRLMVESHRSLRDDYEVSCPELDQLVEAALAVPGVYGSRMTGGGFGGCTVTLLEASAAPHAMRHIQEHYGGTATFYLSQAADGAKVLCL
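Reactions with and without enzyme served as controls. GALK at 5 nM phosphorylates 100 uM galactose using 35 uM ATP (HEPES pH 8.0, Mg2+) for 1 h at RT, with luminescence read 10 min after adding Kinase-Glo Plus.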
NTMT1 inhibitor: blocks human N-terminal methyltransferase 1 activity. Potency, µM (titrated, usually from 114 µM), for inactives: top-dose activity change, negative = inhibition, hits mostly inhibitors. NTMT1 MTase-Glo SAH luminescence, purified enzyme. AID 1645870. Q9BV86. hit rate 2.5% among 59,000;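 note: potency is the fitted concentration of half-maximal effect; plate controls were DMSO vehicle for no effect and no enzyme for full effect; nearly all actives have a fitted effect of over 65% in size; many of its hits are not listed in these tables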
Target sequence (Q9BV86 whole entry, looked up): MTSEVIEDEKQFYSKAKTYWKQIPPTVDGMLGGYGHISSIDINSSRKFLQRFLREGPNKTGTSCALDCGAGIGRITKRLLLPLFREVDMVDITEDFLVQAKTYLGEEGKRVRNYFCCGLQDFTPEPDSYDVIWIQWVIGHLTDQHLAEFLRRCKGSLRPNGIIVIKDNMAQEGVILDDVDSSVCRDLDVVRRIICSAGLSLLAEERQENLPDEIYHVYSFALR
p53null 32C kill: p53 null cell cytotoxicity, permissive temperature | hit rate 0.62% among 55,000 | Potency, µM (series often up to 46.1 µM), inactives show at the top dose activity change, negative = cytotoxicity, actives largely listed as cytotoxic | H1299-neo p53 null cells, ATP luminescence, 24 h, 32C | AID 903;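 note: potency is the fitted concentration of half-maximal effect; 0% = DMSO only and -100% = full killing by 100 µM tamoxifen; nearly all actives have a fitted effect of over 55% in size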
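Luminescent ATP readout gave cell viability of p53-null H1299-neo cells after a 24 h compound exposure at the permissive 32C. Titrations ran up to 46 uM, and AC50s were fitted with the standard Hill equation.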
B2AR arrestin ag: ADRB2 beta-arrestin recruitment | 44,000 tested, under 10 active | Potency, µM (doses to about 46.1 µM), inactives show at the highest dose activation, hits mostly activators | HTLA Tango cells, beta-arrestin recruitment, luciferase luminescence, 18 h | P07550;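 note: potency is the fitted concentration of half-maximal effect; 0% = DMSO and full agonism = EC100 isoproterenol or metaproterenol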
Target sequence (P07550 whole entry, looked up): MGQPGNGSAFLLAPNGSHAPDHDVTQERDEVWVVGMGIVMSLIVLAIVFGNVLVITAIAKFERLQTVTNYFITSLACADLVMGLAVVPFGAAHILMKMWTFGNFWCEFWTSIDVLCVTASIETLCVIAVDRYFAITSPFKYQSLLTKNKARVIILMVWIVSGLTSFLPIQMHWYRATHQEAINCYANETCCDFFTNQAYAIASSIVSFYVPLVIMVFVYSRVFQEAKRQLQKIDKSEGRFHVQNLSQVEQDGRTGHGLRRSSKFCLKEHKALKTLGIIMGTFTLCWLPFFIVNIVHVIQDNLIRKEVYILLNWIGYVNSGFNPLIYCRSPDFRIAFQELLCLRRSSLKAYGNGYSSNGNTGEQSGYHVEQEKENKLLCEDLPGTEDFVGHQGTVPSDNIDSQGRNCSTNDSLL
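First, Tango cells carrying beta2-AR and beta-arrestin fusions received compound up to 46 microM. After 18 hr at 37 degrees C, luciferase substrate was added for 15 minutes, then luminescence gave %Activity for curve fitting.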
FH mod: Identification of activators of human fumarate hydratase by quantitative high-throughput screening. hit rate 0.22% among 54,000. Fumarate hydratase, mitochondrial (Homo sapiens), P07954. Potency, µM (doses to about 79.9 µM), without a hit: at the highest dose activity change, negative = inhibition, most hits filed as inhibitors. AID 1347055, 2019. FH coupled MDH/diaphorase resazurin fluorescence, 15 min; note: potency is the fitted concentration of half-maximal effect; % is set by controls: 0 for no effect and ±100 for the full control effect; the screen sought activators but most active calls are inhibition curves; nearly all actives have a fitted effect of over 45% in size
p53null 39C kill: p53 null cell cytotoxicity, nonpermissive temperature; H1299 p53-null (neo) cells, 39C, ATPlite viability, 24 h; Potency, µM (highest dose often 46.1 µM), without a hit: at the highest dose activity, negative = cell killing, actives largely listed as cytotoxic; hit rate 0.97% among 55,000;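 note: potency is the fitted concentration of half-maximal effect; 0% = DMSO only and -100% = full killing by 100 µM tamoxifen; nearly all actives have a fitted effect of over 50% in size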
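Concentration-response (up to 46 uM) was run for 24 h at the nonpermissive 39C on H1299-p53A138V or H1299-neo cells. ATP content was measured with ATPlite luminescence. AC50 values were Hill-modeled after normalizing between DMSO and 100 uM tamoxifen killing.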
* = called active by the depositor; ? = inconclusive; . = not tested or not shown; [ ] = another dose, or the depositor's remark. Calls come from the whole dose curve; as a rule, active = well fitted curve in the direction sought with a large enough effect; inconclusive = small, poorly fitted or top-dose-only effect, or another doubt; inactive = no such curve, though single readings can be large; an effect the other way counts as inactive or inconclusive. These rows are one share of the data; rates above refer to the full screens.

SMILES	PTAP-TSG101 blk	GALK inhibitor	NTMT1 inhibitor	p53null 32C kill	B2AR arrestin ag	FH mod	p53null 39C kill
CC1CCN(C(=O)Cn2c(-c3cccs3)cc3cc(Cl)ccc32)CC1	1%	-4%	1%	-7%	2%	-25%	-13%
CCCCC(=O)Nc1nnc(SCc2cc(=O)n3cc(C)ccc3n2)s1	1%	1%	-1%	5%	0%	-2%	-15%
O=C(CSc1nc2c([nH]c3ccccc32)c(=O)n1-c1ccccc1F)Nc1ccccc1C(F)(F)F	-7%	0%	-3%	25%	?	-23%	25%
COc1ccc(CCNC(=O)CCn2c(=O)c3ccccc3n(CC(=O)Nc3ccccc3F)c2=O)cc1OC	-1%	-4%	3%	5%	1%	1%	-9%
O=C(CN1C(=O)COc2ccc(S(=O)(=O)N3CCCC3)cc21)N1CCN(c2ccccc2)CC1	-2%	1%	-10%	-6%	-1%	-12%	-5%
COc1cccc(N2CCN(C(=O)c3cccc(-n4c(C)nc5cccnc54)c3)CC2)c1	0%	-5%	-11%	-14%	-1%	6%	2%
CCCCOc1ccccc1C(=O)Nc1nonc1-c1ccccc1	-9%	-3%	?	30%[activator]	-2%	-26%	47%[activator]
CCN(CC)C(=O)Cn1c(=O)cc(C)c2c(C)nn(-c3ccc(C)cc3)c21	2%	0%	19%	-7%	-1%	4%	-8%
COc1ccc(C(=O)NCCn2cc(SCC(=O)Nc3ccc(C)cc3)c3ccccc32)cc1	7%	5%	-2%	3%	-2%	-30%	4%
O=C(CN1C(=O)C2(SCC(=O)N2c2ccc(F)c(F)c2)c2ccccc21)NCCc1ccccc1 (configuration not stated)	-6%	2%	19%	2%	1%	-26%	-13%
Cn1c(=O)n(C)c2cc(N3CCOCC3)c(NC(=O)c3ccc(Cl)cc3)cc21	-6%	2%	19%	-3%	1%	-13%	-28%
COc1ccc(C(=O)Oc2c(Sc3ccc(C)cc3)c(C)nn2C(C)(C)C)cc1OC	1%	-1%	2%	26%	0%	?	62%[activator]
CC(C)Oc1ccc(CNC(=O)C2CCN(C(=O)N3CC(C)Oc4ccccc43)CC2)cc1 (configuration not stated)	1%	-3%	3%	?	0%	2%	?
CCC(CC)C(=O)OCc1cc(=O)n2nc(C3CCCCC3)sc2n1	0%	-1%	-6%	-4%	1%	0%	-4%
CCCNc1ccc(-c2nc(-c3ccccn3)no2)cc1[N+](=O)[O-]	7%	0%	-19%	-13%	-2%	-6%	2%
Cc1ccc(C)c(NC(=O)c2cc(S(=O)(=O)N3CCCCCC3)ccc2F)c1	2%	3%	4%	-8%	3%	5%	5%
Cc1ccc(S(=O)(=O)N2CCCc3cc(NS(=O)(=O)c4ccc(F)c(C)c4)ccc32)cc1	-9%	3%	3%	45%[activator]	0%	?	-7%
Cc1ccc(C)c(NC(=O)CSc2c3c(nc4ccc(Cl)cc24)CCCC3)c1	-3%	8%	?	1%	1%	2%	-20%
Cc1ccc(-n2c(SCc3ccccc3C)nc3[nH]ncc3c2=O)cc1C	0%	1%	-8%	20%	1%	?	8%
Cc1ccc(C)c(-n2c(CCC(=O)O)ccc2-c2ccc(Cl)cc2)c1	-3%	1%	-5%	6%	1%	-12%	-3%
COc1cccc(C(=O)NCc2cn3ccccc3n2)c1	0%	?	7%	26%	-3%	7%	14%
Cc1ccc(-c2cn3c(n2)sc2cc(C(=O)NC4CCCCCC4)ccc23)cc1	-4%	0%	-7%	15%	1%	-4%	-12%
CCC(=O)N1CCc2cc(Br)cc(S(=O)(=O)CCC(=O)NCc3ccc(C)cc3)c21	-3%	-2%	-25%	3%	0%	-1%	-6%
CCC(C)NC(=O)CCc1c(C)nc2cc(-c3ccc(OC)cc3OC)nn2c1C (configuration not stated)	0%	2%	?	0%	0%	-5%	-28%
Cc1ccc(Nc2c(-c3ccc(N4CCOCC4)cc3)nc3ccc(C)cn23)cc1	-1%	-1%	10%	5%	0%	4%	11%
CCOc1ccc(CNC(=O)C2CCCN(c3nc4c(C)cc(C)cc4s3)C2)cc1 (configuration not stated)	-2%	5%	10%	6%	1%	-11%	3%
CCN(CC)S(=O)(=O)c1nnc(NC(=O)c2ccccc2Cl)s1	0%	1%	15%	0%	-1%	-5%	-8%
CCc1cccc(NC(=O)CC2Oc3ccc(C)cc3NC2=O)c1 (configuration not stated)	-5%	-1%	-1%	3%	-1%	-7%	2%
O=C(c1cc(-c2ccc(O)cc2)on1)N1CCN(c2ccccc2)CC1	-1%	2%	.	14%	1%	.	4%
CCc1c(C)c2ccc(O)c(CN3CCN(c4ccccc4)CC3)c2oc1=O	2%	-10%	-2%	?	-1%	-14%	?
CSc1cccc(NC(=O)CN(C)S(=O)(=O)c2ccc3c(c2)n(C)c(=O)c(=O)n3C)c1	-1%	0%	-7%	2%	1%	-15%	-11%
CN(C)C(=O)c1ccc(NC(=O)Cn2nnnc2-c2ccccc2F)cc1	0%	4%	2%	-5%	-1%	-6%	-4%
O=C(NCC(c1ccccc1)c1ccccc1)c1nn(-c2ccccc2Cl)nc1CO	-4%	8%	-2%	?	0%	-28%	61%[activator]
COc1cc(NC(=O)c2nc3nc(C)cc(C(F)F)n3n2)c(OC)cc1Cl	-1%	3%	8%	2%	0%	-1%	19%
COc1ccc(Cl)cc1NC(=O)NCC1CCN(Cc2ccccc2F)CC1	-2%	1%	?	9%	0%	-10%	?
CC(C)c1ccc(NC(=O)CSC2=Nc3ccccc3C3=NC(CC(=O)NCc4ccc(F)cc4)C(=O)N23)cc1 (configuration not stated)	-5%	2%	3%	15%	5%	-10%	39%[activator]
Cc1ccc(C)c(N2CCN(C(=O)Cn3c(C)c4cnn(-c5ccccc5)c(=O)c4c3C)CC2)c1	0%	2%	3%	26%	-3%	-8%	7%
COc1ccc(NC(=O)c2sc3nc(-c4cc5cccc(OC)c5oc4=O)[nH]c(=O)c3c2C)cc1	-5%	0%	-29%	-5%	0%	-1%	-3%
COc1ccc(-c2noc(-c3cccnc3NCc3ccco3)n2)cc1	-1%	4%	-2%	1%	-4%	-29%	7%
Cc1cccc(N2C(=O)N(Cc3cc(=O)n4ccccc4n3)c3ccccc3S2(=O)=O)c1	-8%	1%	2%	-3%	-1%	-26%	-19%
CCc1ccc(NC(=O)CSc2ccc(-c3ccccn3)nn2)cc1	-6%	0%	15%	-7%	-1%	14%	-11%
COc1ccc(C)cc1NS(=O)(=O)c1cc2c3c(c1)CC(=O)N3CCC2	0%	1%	-6%	1%	-4%	-26%	23%
Clc1ccc(-c2csc(-c3nc(-c4ccc(Br)s4)cs3)n2)cc1	-1%	4%	-5%	11%	0%	1%	-9%
Cc1cccc(CC(=O)Nc2ccc3nc(N4CCC(C)CC4)cc(C)c3c2)c1	2%	-6%	-7%	1%	1%	-7%	18%
COCCCNC(=O)C1CCCN(S(=O)(=O)c2ccc3c(c2)oc(=O)n3C)C1 (configuration not stated)	1%	1%	-8%	?	-1%	0%	16%
Cc1ccc(Cn2c(=O)n(-c3ccc(C)c(C)c3)c(=O)c3c(C)c(C)sc32)cc1	5%	6%	3%	-7%	1%	-8%	-12%
Cn1c(=O)n(C/C=C/c2ccccc2)c(=O)c2c1nc1n2CCN1c1ccc(Cl)cc1	0%	4%	-9%	4%	0%	5%	?
O=C(NCc1ccc2c(c1)CCN2C(=O)c1ccccc1)c1ccco1	-10%	-2%	13%	-1%	-3%	-15%	4%
Cc1c(NC(=O)c2cc(-c3ccc(F)cc3)on2)c(=O)n(-c2ccccc2)n1C	-3%	5%	27%	1%	-2%	-4%	-16%
COc1cc(NC(=O)CN2CCN(CC(=O)Nc3ccc(F)cc3)CC2)cc(OC)c1	2%	0%	6%	-3%	0%	8%	-6%
CC(=O)n1nc(-c2cccnc2)nc1NCc1ccc(F)cc1	-4%	0%	-3%	3%	0%	1%	18%
Cc1ccc(-c2nnc(SCC(=O)NCc3ccccc3)nc2-c2ccc(C)cc2)cc1	35%[activator]	0%	10%	35%[activator]	0%	-15%	-2%
CCOC(=O)c1cc(-c2ccccc2)n(CC(=O)Nc2ccccc2OCC)c1C	1%	-3%	1%	15%	2%	-6%	1%
Cc1ccc(Cl)cc1-n1ncc2c(N3CCC(C(N)=O)CC3)ncnc21	-4%	-1%	-3%	-5%	1%	8%	20%
Cc1c(C(=O)NCc2ccc(N(C)C)cc2)oc2c1-c1nn(Cc3cccc(Cl)c3)cc1CC2	1%	3%	-7%	6%	0%	-22%	8%

Sorted by SMILES length (descending): some entries from above
SMILES	PTAP-TSG101 blk	GALK inhibitor	NTMT1 inhibitor	p53null 32C kill	B2AR arrestin ag	FH mod	p53null 39C kill
O=C(CSc1nc2c([nH]c3ccccc32)c(=O)n1-c1ccccc1F)Nc1ccccc1C(F)(F)F	-7%	0%	-3%	25%	?	-23%	25%
Cc1c(C(=O)NCc2ccc(N(C)C)cc2)oc2c1-c1nn(Cc3cccc(Cl)c3)cc1CC2	1%	3%	-7%	6%	0%	-22%	8%
COc1ccc(C(=O)Oc2c(Sc3ccc(C)cc3)c(C)nn2C(C)(C)C)cc1OC	1%	-1%	2%	26%	0%	?	62%[activator]
COc1cc(NC(=O)CN2CCN(CC(=O)Nc3ccc(F)cc3)CC2)cc(OC)c1	2%	0%	6%	-3%	0%	8%	-6%
CCN(CC)C(=O)Cn1c(=O)cc(C)c2c(C)nn(-c3ccc(C)cc3)c21	2%	0%	19%	-7%	-1%	4%	-8%
Cc1ccc(C)c(NC(=O)CSc2c3c(nc4ccc(Cl)cc24)CCCC3)c1	-3%	8%	?	1%	1%	2%	-20%
Cc1ccc(Cl)cc1-n1ncc2c(N3CCC(C(N)=O)CC3)ncnc21	-4%	-1%	-3%	-5%	1%	8%	20%
O=C(c1cc(-c2ccc(O)cc2)on1)N1CCN(c2ccccc2)CC1	-1%	2%	.	14%	1%	.	4%
CCc1ccc(NC(=O)CSc2ccc(-c3ccccn3)nn2)cc1	-6%	0%	15%	-7%	-1%	14%	-11%
CCCCOc1ccccc1C(=O)Nc1nonc1-c1ccccc1	-9%	-3%	?	30%[activator]	-2%	-26%	47%[activator]
